# Source: PubChem
# Pol beta inh = DNA polymerase beta (human) inhibition. P06746. Pol beta primer extension/strand displacement, fluorescence kinetic. Potency, µM (highest dose often 114 µM), for inactives: at the top dose activity change, negative = inhibition, hits mostly inhibitors. hit rate 1.3% among 340,000. AID 485314; also: potency is read from the fitted curve at half-maximal effect; % is scaled to controls: 0 for no effect and ±100 for the full control effect
#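 Homogeneous kinetic assay of primer extension and strand displacement by 10 nM Pol beta, preincubated 15 min at room temperature with compound before 50 nM substrate (final) was added. Read at 0 and 10 min; four-parameter Hill fit.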
# Pol eta inh = blocks human DNA polymerase eta activity | recombinant Pol eta, fluorescent DNA replication assay | AID 588591 | hit rate 1.2% among 390,000 | Q9Y253 | Potency, µM (titrated, usually from 114 µM), for inactives: top-dose activity change, negative = inhibition, usual class: inhibitors; also: potency is read from the fitted curve at half-maximal effect; % is scaled to controls: 0 for no effect and ±100 for the full control effect
#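 Pol eta at 10 nM preincubated with compounds 15 min at room temperature; reaction started with fluorescent substrate (50 nM final) and read kinetically at 0 and 10 min.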
# POLK inh = blocks human DNA polymerase kappa activity. AID 588579. Potency, µM (top dose mostly 107 µM), inactives show top-dose activity, negative = inhibition, hits mostly inhibitors. hit rate 0.53% among 400,000. Q9UBT6. purified Pol kappa, fluorescent DNA synthesis assay, 10 min; also: potency is read from the fitted curve at half-maximal effect; % is scaled to controls: 0 for no effect and ±100 for the full control effect
#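 Fluorescent qHTS in 1536-well format: enzyme (10 nM) and compound sat 15 min at room temperature before 50 nM substrate (final) was added. Signal taken at 0 and 10 min; no-enzyme buffer wells were negative controls.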
# Anesthetic bind = candidate novel general anesthetic via apoferritin binding; AID 485281; Potency, µM (series often up to 77.5 µM), for the others: top-dose activity change, negative = displacement, most hits filed as inhibitors; P02791; hit rate 0.074% among 350,000; apoferritin/1-aminoanthracene competitive binding, fluorescence; also: potency is read from the fitted curve at half-maximal effect; % is scaled to controls: 0 for no effect and ±100 for the full control effect; nearly all actives have a fitted effect of over 20% in size
#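 Concentration-response curves derived by four-parameter Hill fitting of normalized fluorescence, where compounds displaced 1-AMA from 10 uM horse apoferritin following a brief 10 min room-temperature incubation; propofol titration acted as positive control.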
# ALOX12 inh = inhibitors of human 12S-lipoxygenase ALOX12; P18054; purified 12hLO, xylenol orange hydroperoxide absorbance; Potency, µM (series often up to 108 µM), without a hit: at the top dose activity change, negative = inhibition, most hits filed as inhibitors; hit rate 1.1% among 580,000; also: potency is read from the fitted curve at half-maximal effect; % is scaled to controls: 0 for no effect and ±100 for the full control effect
# Target sequence (P18054 whole entry, looked up): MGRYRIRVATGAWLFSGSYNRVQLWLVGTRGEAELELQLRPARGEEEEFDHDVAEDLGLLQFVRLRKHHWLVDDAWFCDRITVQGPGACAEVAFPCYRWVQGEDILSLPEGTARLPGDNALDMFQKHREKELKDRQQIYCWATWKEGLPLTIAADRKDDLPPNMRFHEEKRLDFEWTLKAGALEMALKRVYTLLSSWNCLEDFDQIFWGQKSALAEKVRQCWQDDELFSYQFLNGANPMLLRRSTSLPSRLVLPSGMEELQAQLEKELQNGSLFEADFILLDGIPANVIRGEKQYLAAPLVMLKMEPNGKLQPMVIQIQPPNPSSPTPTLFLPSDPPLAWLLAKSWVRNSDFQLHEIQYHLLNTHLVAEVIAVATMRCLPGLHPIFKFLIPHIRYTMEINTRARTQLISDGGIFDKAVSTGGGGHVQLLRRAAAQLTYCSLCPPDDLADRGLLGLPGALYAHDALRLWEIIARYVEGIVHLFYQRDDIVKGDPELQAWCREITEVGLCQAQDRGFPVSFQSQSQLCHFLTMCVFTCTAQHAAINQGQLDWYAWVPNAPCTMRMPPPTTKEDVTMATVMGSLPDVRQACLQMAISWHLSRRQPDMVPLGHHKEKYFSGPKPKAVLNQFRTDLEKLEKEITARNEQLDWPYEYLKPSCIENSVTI
#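 Purified human 12hLO at 150 nM in 25 mM Hepes, 0.01% Triton X-100, pH 7.0, preincubated 15 min at room temperature with compound. Reaction started with 40 uM arachidonic acid, 30 min at room temperature. Hydroperoxide measured by Fe-xylenol orange, 573/405 nm absorbance ratio.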
# ERG-DNA inh = blocks human ERG Ets domain binding to DNA | P11308 | fluorescence polarization, His-ERG Ets domain / labelled DNA | hit rate 0.028% among 370,000 | Potency, µM (titrated, usually from 76.9 µM), for the others: at the highest dose FP activity, negative = inhibition, hits mostly inhibitors; active = well fitted inhibition curve with a large enough effect in the polarisation, with a control signal flat; inconclusive = small, poorly fitted or top-dose-only effect, or effect the other way, or a change in a side signal; inactive = no such curve, though single readings can be large or run the other way; the % refers to the polarisation;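 also: polarization taken with two DNA probes labelled with fluorescein and Texas red; potency is read from the fitted curve at half-maximal effect; % of control where 0% means no effect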
#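 His-tagged ERG Ets domain (1 uM in the protein solution; 300mM KCl, 50mM Tris-HCl, 1mM EDTA, 1mM DTT, pH 7.5) received compound, then a probe mix of 5 nM fluorescein-DNA and 100nM Texas-615-DNA. Fluorescence polarization was read for both dyes.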
# LDHA block = inhibitors of human lactate dehydrogenase A; hit rate 0.15% among 480,000; P00338; AID 1347041; purified LDHA, NADH/diaphorase-resazurin fluorescence; hits give low values; activity change, % (values are at about 110 or 230 µM); in the data active = activity change below about -30%; inconclusive = mostly about -25% to -30%;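 also: plate controls were DMSO wells for no effect and wells without enzyme for full effect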
#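 Enzyme activity of human lactate dehydrogenase 5 (2 nM; 0.06 mM NADH, 0.2 mM pyruvate, 5 min, RT) is measured via a resazurin/diaphorase fluorescence readout of residual NADH.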
# APEX1 inh = APE1 (human) endonuclease inhibition; recombinant APE1, TAMRA/BHQ-2 abasic DNA cleavage fluorescence; hit rate 0.35% among 350,000; P27695; Potency, µM (titrated, usually from 65.8 µM), for inactives: at the top dose activity change, negative = inhibition, most hits filed as inhibitors;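 also: potency is read from the fitted curve at half-maximal effect; plate controls were vehicle for no effect and reference inhibitor for full effect; nearly all actives have a fitted effect of over 55% in size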
# Target sequence (P27695 whole entry, looked up): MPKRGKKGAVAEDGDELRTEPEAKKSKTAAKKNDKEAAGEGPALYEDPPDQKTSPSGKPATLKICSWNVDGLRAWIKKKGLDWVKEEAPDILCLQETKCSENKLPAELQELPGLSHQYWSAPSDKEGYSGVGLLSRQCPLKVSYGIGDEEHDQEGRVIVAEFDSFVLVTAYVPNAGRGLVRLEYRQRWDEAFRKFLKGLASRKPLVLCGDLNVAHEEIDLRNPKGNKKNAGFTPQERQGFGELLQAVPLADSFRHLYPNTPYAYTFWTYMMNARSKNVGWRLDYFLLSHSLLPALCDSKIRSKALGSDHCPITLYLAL
#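 Activity was derived from the fluorescence gain between first and third kinetic reads (60 s intervals, ex 525/em 598 nm) after 50 nM THF-abasic TAMRA/BHQ-2 duplex was added to 0.75 nM APE1 preincubated 15 min with compound.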
# RGS4 inhibitor = human RGS4 inhibition; Transcreener GDP fluorescence polarization, RGS4-accelerated GTP hydrolysis; Potency, µM (series often up to 114 µM), without a hit: at the top dose activity change, negative = inhibition, most hits filed as inhibitors; P49798; hit rate 0.039% among 390,000; also: potency is read from the fitted curve at half-maximal effect; % is scaled to controls: 0 for no effect and ±100 for the full control effect; nearly all actives have a fitted effect of over 75% in size; some results filed as inactive show a strong effect at the top dose
#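 MLSMR compounds (23 nl, pin-transferred) preincubated 10 min at room temperature with a 500nM (2x) first reagent, then RGS4 at 900nM (2x) plus Transcreener GDP mix added; fluorescence polarization (620/688 nm) read before and after 90 min at 30 °C.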
# Numbers without * were called inactive; ? = inconclusive; nt = not tested or not shown; [ ] = another dose, or the depositor's remark. Unless noted, calls follow the shape of the dose curve; as a rule, active = well fitted curve in the direction sought with a large enough effect; inconclusive = small, poorly fitted or top-dose-only effect, or another doubt; inactive = no such curve, though single readings can be large; an effect the other way counts as inactive or inconclusive. Not all compounds are listed; count on the stated rates, not on these rows.
Compound,Pol beta inh,Pol eta inh,POLK inh,Anesthetic bind,ALOX12 inh,ERG-DNA inh,LDHA block,APEX1 inh,RGS4 inhibitor
CC(CN1CCCCCC1)C(=O)NN (centres undefined),0%,-4%,-1%,-1%,21%,-4%,-2,13%,-8%
COCCN(C(=O)Cc1cccs1)c1nnc(-c2ccncc2)s1,-7%,17%,-3%,5%,?,-2%,-6,-8%,14%
Cc1cc(C(=O)NNC(=O)c2ccc(Cl)cc2Cl)c(C)o1,nt,0%,-2%,nt,4%,6%,-12,17%,30%
CC(C)NC(=S)NC(=O)c1ccc(-c2ccccc2)cc1,8%[57.1 µM],-11%,-1%,-23%,16µM*,-15%,-6,1%,-39%
CCOc1cc(/C=C2/C(=N)N3C(=NC2=O)SN=C3S(C)(=O)=O)ccc1OC(=O)c1ccco1,5%,3%,-28%,-4%,nt,3%,-1,-8%,31%[11.4 µM]
CCOC(=O)C1CCCN(C(=O)CNC(=O)Cn2ccc3ccccc3c2=O)C1 (centres undefined),2%,7%,-12%,-4%,0%,5%,3,-1%,-14%[56.9 µM]
COC(=O)c1ccc(CSc2nc(N3CCOCC3)c3c(c2C#N)CC(C)(C)OC3)o1,?,-10%,0%,-8%,0%,-5%,1,4%,-21%[11.4 µM]
CCN(CC)S(=O)(=O)c1ccc(C(=O)C(C#N)c2ccccn2)cc1 (centres undefined),-8%,7%,1%,-12%,8%[57.4 µM],nt,3,-4%,8%
O=S(=O)(c1cccc(-c2nnco2)c1)N1CCOCC1,43%[activator],-18%,-5%,-12%,8%,11%,-1,17%,-6%
CC/C(C)=N/Nc1nc(-c2cc3cccc(OC)c3oc2=O)cs1,-15%,50µM*,?,-7%,11%,2%,-1,-8%,-31%
Cc1ccc(C)c(N2CCN(C(=S)NC3CCCCC3)CC2)c1,36%,-15%,-10%,-2%,-3%,5%,0,7%,-8%
COc1ccc(N=C2C(=Nc3ccc(OC)cc3)N(c3ccc(OC)cc3)C(=S)N2C(=O)c2ccc(OC)cc2)cc1,-1%,-12%,-10%,3%,?,-4%,-4,3%,-17%
CC1(C)Cc2c(C#N)c(NCCN3CCOCC3)nc(-c3ccccc3)c2CO1,-13%,-4%,-2%,-4%,-22%,-2%,-1,4%,4%
Cc1cc(C(=O)Nc2cccnc2)on1,2%,-13%,-26%,0%,-2%,-7%,-14,-2%,7%
Nc1c(C(=O)NC23CC4CC(CC(C4)C2)C3)sc2nc3c(c(C(F)(F)F)c12)CCC3,-2%,-10%,-9%,-5%,23%,-6%,-14,-2%,4%
COc1ccc(C(=O)N2CCN(c3ccc(NC(=O)Cc4ccccc4)cc3)CC2)cc1,3%,-14%,5%,-12%,-5%,-6%,-4,4%,-16%
Cc1ccc(CNc2ccccc2C(=O)O)s1,0%,-2%,-12%,-1%,?,-12%,-4,29%,2%
O=C(O)c1ccc2c(c1)C1C=CCC1C(c1cc3c(cc1Br)OCO3)N2 (centres undefined),-2%,-15%,-11%,-5%,?,-7%,-1,-4%,-14%
CN(CCCNC(=O)CCCOc1cc(=O)n(C)c2ccccc12)Cc1ccccc1,0%,-14%,8%,-7%,10%,7%,-3,-3%,-29%
COC(=O)[C@@H]1CCCN1C(=O)CCc1nnc(CCc2c[nH]c3ccccc23)o1,0%,-21%,-5%,-12%,0%,-2%,-1,16%,11%

# An excerpt of these results, with each value named.
Cc1ccc(CNc2ccccc2C(=O)O)s1
  Pol beta inh: 0%
  Pol eta inh: -2%
  POLK inh: -12%
  Anesthetic bind: -1%
  ALOX12 inh: ?
  ERG-DNA inh: -12%
  LDHA block: -4
  APEX1 inh: 29%
  RGS4 inhibitor: 2%

O=C(O)c1ccc2c(c1)C1C=CCC1C(c1cc3c(cc1Br)OCO3)N2 (centres undefined)
  Pol beta inh: -2%
  Pol eta inh: -15%
  POLK inh: -11%
  Anesthetic bind: -5%
  ALOX12 inh: ?
  ERG-DNA inh: -7%
  LDHA block: -1
  APEX1 inh: -4%
  RGS4 inhibitor: -14%

# Further results.
Compound,Pol beta inh,Pol eta inh,POLK inh,Anesthetic bind,ALOX12 inh,ERG-DNA inh,LDHA block,APEX1 inh,RGS4 inhibitor
CC(C)Cc1nc(Nc2ccc(S(=O)(=O)N3CCCC3)cc2)c2nnn(Cc3ccccc3)c2n1,7%,-18%,-10%,-8%,2%,-4%,-6,-3%,10%
Cn1c(=O)c2sccc2n2c(CCC(=O)NCc3ccccc3)nnc12,10%,-13%,9%,-11%,-5%,-1%,-2,nt,-6%
Cc1ccc(CNC(=O)c2cc(COc3c(F)cccc3F)on2)s1,3%,-17%,3%,13µM*,-3%,-7%,4,-3%,12%
Cc1ccc(S(=O)(=O)N2CCC(C(=O)N[C@@H](C)C(=O)NCCc3ccccc3)CC2)cc1,-1%,0%,-9%,-16%,0%,-2%,-7,0%,8%
Cc1cc(C)cc(OCC(=O)Nc2ccc(N3CCN(S(C)(=O)=O)CC3)cc2)c1,9%,-5%,-17%,0%,3%,-2%,-9,6%,-9%
COc1ccc(C2CC(=O)c3ccccc3O2)cc1 (centres undefined),2%,-15%,1%,?,?,-3%,-1,-1%,-20%
O=c1[nH]ncc2c3ccccc3n(Cc3ccccc3F)c12,-9%,-13%,2%,-11%,0%,7%,-4,2%,-35%
Cc1cccc(NC(=O)CCn2nc(C)c3c(C)n(-c4ccccc4)nc3c2=O)c1C,-3%,-15%,-8%,1%,?,2%,-7,nt,7%
CN(C)S(=O)(=O)c1cccc(COC(=O)c2cc([N+](=O)[O-])ccc2N2CCOCC2)c1,nt,-22%,-7%,nt,-1%,-12%,-3,28%,-37%
c1ccc(-c2nc(-c3ccco3)cs2)nc1,-12%,-6%,?,-11%,?,5%,0,-1%,?
CCOc1ccc(NS(=O)(=O)c2ccc(OC)c(C)c2)cc1,-2%,-22%,-21%,?,1%,-3%,-9,-4%,8%
Cc1cc(C)c(C)c(S(=O)(=O)N2CCSCC2)c1C,-11%,-9%,-4%,-12%,-8%,12%,-6,23%,1%
COc1ccccc1CNC(=O)CCCn1c(=O)c2ccccc2n(Cc2ccc(F)cc2)c1=O,-2%,-9%,3%,-15%,-25%,-2%,0,nt,-17%
CC(C)c1ccc(S(=O)(=O)c2nnn3c2nc(NCc2cccs2)c2sccc23)cc1,3%,-24%,5%,-14%,8%,0%,0,nt,7%
Cc1nn(CC(=O)OCC(=O)c2ccccc2)c(C)c1[N+](=O)[O-],nt,-13%,-7%,nt,5%,-4%,-4,-8%,-17%
Cc1ccccc1-c1nc(CS(=O)(=O)CC(=O)NCc2ccccc2)c(C)o1,-2%,-3%,9%,-21%,26%,-14%,0,-4%,0%
CC(=O)c1ccc(S(=O)(=O)Nc2ccccc2C(=O)NC2CC2)cc1,nt,-8%,-2%,nt,-6%,-5%[15.4 µM],-7,-2%,-47%
CCOc1ccccc1C(=O)Nc1ccc2c(c1)C(=O)NC2=O,-4%,3%,2%,-1%,4%,17%,-1,0%,-8%
Cc1nn(CC(O)c2ccccc2)c(C)c1Br (centres undefined),-6%,-14%,-19%,-13%,-19%,3%,0,2%,10%
O=C(NNC(=O)C1C2CCC(C2)C1C(=O)O)c1ccc(Cl)cc1 (centres undefined),-19%,-2%,-7%,-5%,12%,-8%,-4,-1%,-46%
CC(CCc1ccccc1)NCC(O)COc1ccccc1 (centres undefined),0%,-24%,-1%,-15%,-6%,17%,-2,0%,-14%[56.9 µM]
O=C(NCCNC(=O)c1cc(OCC(F)(F)F)ccc1OCC(F)(F)F)Nc1ccccc1,23%,-13%,-4%,-16%,6%,4%,0,22%,0%
COCCCN1C(=O)c2[nH]nc(-c3ccccc3O)c2C1c1cccc(Cl)c1 (centres undefined),-1%,-12%,-15%,?,0%,-1%,-9,-10%,32%
CN1C/C(=C/c2ccc(B(O)O)cc2)C(=O)/C(=C/c2ccc(B(O)O)cc2)C1,nt,nt,7%[60.1 µM],-11%,?,nt,nt,-5%,nt
CCOc1ccccc1N(CC(=O)N1CCCCCC1)S(C)(=O)=O,-25%,16%,-3%,-2%,-9%,-2%,2,-2%,2%
COc1cccc(NC(=O)C(c2ccccc2)N2CCN(CC(=O)N3CCOCC3)CC2)c1 (centres undefined),nt,-9%,-4%,nt,3%,1%,0,35%,6%
CN1C(=O)CC(N2CCC(C(N)=O)CC2)C1=O (centres undefined),1%,-4%,-4%,-4%,207%[activator],10%,-13,1%,-9%
CCOc1ccc(CN2CCNC(=O)C2CC(=O)O)cc1 (centres undefined),25%,-4%,-9%,-3%,2%,26%,-5,7%,0%
CC(C)Cn1cc(NC(=O)Nc2cccc(C(F)(F)F)c2)c2ccccc2c1=O,-14%,-8%,-25%,-5%,7.1µM*,-2%,7,nt,4%
CCNC(=S)N(Cc1cc2cc(C)cc(C)c2[nH]c1=O)C1CCCC1,22%,-10%,-12%,-17%,-16%,2%,-5,1%,-22%
O=S(=O)(c1ccc(F)c(F)c1)N1CCN(CCc2ccccc2)CC1,2%,-8%,15%,-7%,0%,2%,1,7%,-3%
CCOc1cc(-c2sc(Nc3ccccc3)n[n+]2C)ccc1OC,23%,-7%,13%,-20%,-15%,7%,5,27%,-21%
Cc1c(NC(=O)N(C)C)c(=O)n(-c2ccccc2)n1C,36%,-7%,-4%,-14%,-4%,-2%,-8,-1%,21%
COc1ccc(C2CC(=O)c3c([nH]c(C(=O)OC4CCCCCC4)c3C)C2)cc1 (centres undefined),9%,-2%,-19%,2%,-7%,-4%,-7,nt,2%
